GALK inh – blocks human galactokinase activity; Potency, µM (titrated, usually from 57.5 µM), for inactives: top-dose activity change, negative = inhibition, most hits filed as inhibitors; 270,000 tested, 0.007% active; P51570; Purified GALK, Kinase-Glo residual ATP luminescence; further: potency means the concentration at half of the fitted maximal effect; on the % scale 0 is the no-effect control and ±100 the full control effect
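Galactose (100 uM) and ATP (35 uM) were turned over by 5 nM GALK for 1 h at RT. Kinase-Glo Plus then converted the remaining ATP into a luminescent signal.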
FBPA coupling cs – counter-screen for Giardia aldolase inhibitors: coupling enzyme system; AID 2472; coupling enzyme system counterscreen, AmpLite Red fluorescence; 290,000 tested, 0.67% active; activity change, negative = inhibition, % at 58.2 µM, hits read low; in the data active means activity change below about -30%; further: on the % scale 0 is the no-effect control and ±100 the full control effect
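First, compound is pin-transferred into glyceraldehyde-3-phosphate coupling-enzyme reagent at 57.5 uM final and held 10 min at RT. Next, substrate, coupling system and AmpLite Red are added. After 20 min RT, fluorescence (525/598 nm) is read.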
A-T KAP1 phos – potential ataxia-telangiectasia treatments restoring KAP-1 phosphorylation; 320,000 tested, 0.19% active; AID 485349; Potency, µM (doses to about 57.5 µM), for the others: top-dose activation, usual class: activators; […] A-T fibroblasts, KAP-1 phosphorylation AlphaLISA; neocarzinostatin DNA damage 30 min before lysis; further: potency means the concentration at half of the fitted maximal effect; % of control where 0% means no effect; nearly all actives have a fitted effect of over 45% in size
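ATM-like activity read as KAP-1 phosphorylation via AlphaLISA donor/acceptor antibody pairs after lysis and 6 hr at 25C. Cells were ATM-null patient fibroblasts ([…], hTERT), dosed 60 min, then exposed to the DSB inducer NCS for 30 min.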
TSHR antag – blocks TSH signaling through the human TSH receptor; activity change, negative = inhibition, % at 11.5 µM; 330,000 tested, 0.2% active; AID 504810; TSHR-expressing cells, TSH-stimulated cAMP HTRF, 2 h; stronger effect = lower value;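 active means activity change below a set negative limit, meaning inhibition stronger than a set level, cut at about -70% in these data; inconclusive means activity change between two set negative limits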; further: on the % scale 0 is the no-effect control and ±100 the full control effect
Target sequence (P16473 whole entry, looked up): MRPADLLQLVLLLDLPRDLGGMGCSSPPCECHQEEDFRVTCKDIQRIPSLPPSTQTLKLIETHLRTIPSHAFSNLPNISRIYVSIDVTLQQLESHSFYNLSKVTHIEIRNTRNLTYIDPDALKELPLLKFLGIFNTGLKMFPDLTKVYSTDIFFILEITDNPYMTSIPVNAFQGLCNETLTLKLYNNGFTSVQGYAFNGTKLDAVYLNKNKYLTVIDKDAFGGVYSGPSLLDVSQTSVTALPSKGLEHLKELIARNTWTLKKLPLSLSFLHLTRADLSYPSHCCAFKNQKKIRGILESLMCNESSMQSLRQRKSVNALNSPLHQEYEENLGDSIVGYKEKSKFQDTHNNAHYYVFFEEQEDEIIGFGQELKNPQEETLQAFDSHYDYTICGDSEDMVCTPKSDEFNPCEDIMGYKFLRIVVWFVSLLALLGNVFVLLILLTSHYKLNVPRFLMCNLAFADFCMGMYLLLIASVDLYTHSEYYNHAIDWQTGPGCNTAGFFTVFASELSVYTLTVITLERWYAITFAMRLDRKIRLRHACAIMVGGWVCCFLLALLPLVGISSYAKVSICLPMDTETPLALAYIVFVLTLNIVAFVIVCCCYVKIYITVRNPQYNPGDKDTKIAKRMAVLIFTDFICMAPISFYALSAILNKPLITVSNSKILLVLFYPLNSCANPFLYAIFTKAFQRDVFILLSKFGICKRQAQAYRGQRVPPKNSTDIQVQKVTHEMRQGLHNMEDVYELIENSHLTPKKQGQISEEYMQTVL
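Freshly harvested TSHR cells receive pin-tooled compound, then EC80 TSH at 4nM final. After 2 hours at 37 deg C, antibody in lysis buffer and cAMP-d2 are added; 30 minutes at ambient temperature precede the HTRF read.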
TCR activator – T cell receptor activation. primary human leukocytes, anti-CD3, IL-2 HTRF, 48 h. Potency, µM (highest dose often 9.22 µM), for inactives: at the highest dose activation of IL-2 secretion, actives largely listed as activators. 330,000 tested, under 10 active; further: % of control where 0% means no effect
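Human primary leukocytes + a-CD3 beads + cpd, 48 hr; IL-2 in supernatant by HTRF (ex 320nm / em 665nm). No co-stimulatory signal supplied.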
Tb PFK inh – inhibitors of T. brucei phosphofructokinase; O15648; T. brucei PFK, ADP-Glo luminescence; Potency, µM (doses to about 57.5 µM), inactives show at the highest dose activity, negative = inhibition, usual class: inhibitors; 330,000 tested, 0.17% active; AID 485367;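 further: potency means the concentration at half of the fitted maximal effect; 0% = uninhibited 1x PFK enzyme wells and -100% = no-enzyme wells; nearly all actives have a fitted effect of over 60% in size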
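PFK 1.25 nM, F6P 0.5 mM, ATP 0.1 mM, 0.1 M TEA pH 8.0, 5 mM MgCl2, 0.01% Tween20, 0.1% BSA; 45 min RT. ADP-Glo readout. qHTS titration up to 57 uM; curves fitted, compounds curve-classed.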
Giardia kill – Giardia lamblia killing; Giardia lamblia trophozoite viability; activity change, % at 7.66 µM, hits read low; 340,000 tested, 0.15% active; AID 540267; in the data active means activity change below about -80%; inconclusive means between about -30% and that limit;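 further: parasites exposed to compound for two days anaerobically before the ATP read; on the % scale 0 is the no-effect control and ±100 the full control effect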
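Each well holds 100 Giardia trophozoites and compound. After two days (48 hrs) at 37 deg C in anaerobic conditions, ATP is quantified by luminescence.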
hERG WT inh – inhibitors of human wildtype KCNH2 potassium channel; Q12809; U2OS, BacMam KCNH2, thallium flux FluxOr; stronger effect = lower value; activity change, % at 1.84 µM; 340,000 tested, 0.37% active; AID 720551;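 active means maximum activity change below -70%; inconclusive means maximum activity change between -70% and -50%; inactive means maximum activity change above -50%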; further: on the % scale 0 is the no-effect control and ±100 the full control effect
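U2OS cells transduced with wild-type KCNH2 virus are loaded with FluxOr dye for 45 min, and thallium flux is measured in kinetic reads before and after stimulation buffer. Rate constants are normalized to DMSO controls.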
CXXC DNA block – inhibitors of human MLL CXXC domain-DNA interaction; Q03164; MLL-CXXC / FITC-HOXA9 DNA fluorescence polarization; Potency, µM (top dose mostly 115 µM), for inactives: at the highest dose activity change, negative = inhibition, usual class: inhibitors; 290,000 tested, 0.037% active; AID 2662; active means well fitted inhibition curve with a large enough effect in the polarisation, with a control signal flat, not every such curve was filed as active; inconclusive means small, poorly fitted or top-dose-only effect, or effect the other way, or a change in a side signal; inactive means no such curve, though single readings can be large or run the other way; the % refers to the polarisation; further: potency means the concentration at half of the fitted maximal effect
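Steps: dispense CXXC domain solution (7 uM) → pin compounds or unlabeled HOX-A9 DNA control → 5 min ambient → add FLSN-HOX-A9 solution (50 nM) → spin → 30 min ambient → fluorescence polarization. Tris pH 7.5/NaCl/DTT/BSA buffer.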
Chronic BCR inh – chronic active BCR signaling inhibition | ABC-DLBCL IkBa-CBG/CBR reporter, luminescence ratio, 4 h | 340,000 tested, 0.05% active | AID 493014 | Potency, µM (doses to about 46.1 µM), for inactives: at the top dose ratio change, negative = lower green/red ratio, hits mostly inhibitors; active means well fitted inhibition curve with a large enough effect in the signal ratio, with a control signal flat, not every such curve was filed as active; inconclusive means small, poorly fitted or top-dose-only effect, or effect the other way, or a change in a side signal; the % refers to the signal ratio;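 further: potency means the concentration at half of the fitted maximal effect; plate controls were basal doxycycline-induced cells for no effect and cells given 10 µM MG132 for full effect; MG132 reads +100%, hits lower the ratio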
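TMD8 ABC-DLBCL cells carrying doxycycline-inducible green luciferase fused to IkappaBalpha plus unfused red luciferase were exposed to compounds (up to 46 uM) for 4 hrs at 37C. Activity came from the overlap-corrected green/red luminescence ratio.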
The depositor's hits bear a star; ? = inconclusive; / = no result given; & = joins results of further samples; [ ] = another dose, or the depositor's remark. Unless noted, the call rests on the fitted dose curve; in most records, active means well fitted curve in the direction sought with a large enough effect; inconclusive means small, poorly fitted or top-dose-only effect, or another doubt; inactive means no such curve, though single readings can be large; an effect the other way counts as inactive or inconclusive.

SMILES	GALK inh	FBPA coupling cs	A-T KAP1 phos	TSHR antag	TCR activator	Tb PFK inh	Giardia kill	hERG WT inh	CXXC DNA block	Chronic BCR inh
COC(=O)CN1C(=O)N/C(=C/c2cc(Cl)c(OC)c(OC)c2)C1=O	3.7%	-0.1	5.1%	7.3	/	-2.4%	3.6	6.2	-2.2%	13.9%
COc1ccccc1CN1CC(C(=O)NCCn2nc(C)cc2C)CCC1=O (stereo not drawn)	-0.1%	/	-7.1%	3.7	-0.7%	0.7%	-10.0	-0.8	-1.0%	?
O=C(Cn1nnc(-c2cc(C(F)(F)F)cc(C(F)(F)F)c2)n1)NNC(=S)Nc1ccc(Cl)cc1	-0.7%	10.7	0.0%	0.1	-1.1%	-2.9%	1.1	-5.3	-0.3%	19.5%
Cc1ccc(C)c(NC(=O)CSc2nnc([C@@H]3CCCN3C(=O)OC(C)(C)C)o2)c1	2.6%	3.2	-7.2%	-2.7	-0.4%	4.1%	13.6	-2.0	0.2%	-1.6%
O=C(CCC1CCCC1)NCCS(=O)(=O)N1CCN(c2ccccc2F)CC1	/	/	-5.0%	-12.6	12.6%	2.1%	-15.1	-2.7	/	?
O=C1CN(C(=O)/C=C/c2ccccc2F)c2ccccc2N1	10.5%	0.1	6.7%	-4.4	-1.9%	-3.0%	-1.1	18.0	-5.8%	?
CCOC(=O)/C(C#N)=C\c1cccnc1	0.9%	1.9	-0.6%	9.3	7.3%	-2.6%	-18.8	-2.2	-11.0%	4.1%
O=C(Nc1cccc(F)c1)C1CCN(C(=O)c2ccc(Br)cc2)CC1	0.4%	5.8	-3.6%	-8.0	0.8%	-5.1%	-15.8	20.4	-7.4%	4.5%
CC(C)(C)NC(=O)C1CCN(S(=O)(=O)c2cccc3nsnc23)CC1	-5.9%	2.0	-3.9%	4.2	2.4%	1.5%	-9.7	5.1	4.0%	5.4%
C/C(=N\NC(=O)c1cccc(S(=O)(=O)N2CCOCC2)c1)c1ccco1	-0.7%	0.8	-1.4%	3.3	-8.8%	-9.2%	10.6	-7.9	-9.3%	?
CCOc1ccc(C2=Cc3cc(OC)c(OC)cc3C(=C(Cl)Cl)O2)cc1	-1.0%	-8.6	7.8%	1.2	/	-5.9%	/	/	9.6%	27.9%
Cc1ccccc1OCc1nc2ccccc2n1C	-0.5%	-0.1	2.4%	-7.3	2.5%	-2.5%	1.1	-12.2	5.1%	-0.7%
CN(Cc1cnn(C)c1)Cc1nc(Cc2ccccc2Cl)no1	9.7%	-1.2	-2.5%[11.5 µM]	1.2	9.9%	0.1%	-4.7	3.4	3.8%	-4.8%
COc1ccc(S(=O)(=O)N(C)CC(=O)N2CCOCC2)cc1Cl	-1.4%	-3.1	-5.3%	9.3	-1.4%	-1.1%	-5.2	-3.0	16.9%	-4.8%
O=C(Cn1c(=O)oc2ccccc21)NCCc1ccccc1Cl	8.9%	-7.2	1.8%	-6.9	-1.4%	0.0%	4.6	-0.2	-1.2%	-0.3%
O=C(NCCCc1ccncc1)C1CCC(=O)N(Cc2ccc(Cl)cc2)C1 (stereo not drawn)	4.6%	4.8	3.5%	10.6	4.2%	-3.1%	-1.6	23.3	-8.2%	-3.0%
CCOC(=O)C1CCN(S(=O)(=O)c2ccc(-n3cnnn3)c(C)c2)CC1	0.9%	-3.8	-9.3%	10.6	-1.2%	-0.8%	-2.5	30.0	-11.3%	3.0%
COc1ccc(C2(C)NC(=O)N(CC(=O)N3CCc4ccccc43)C2=O)cc1OC (stereo not drawn)	/	/	-2.5%	0.8	3.3%	2.8%	4.5	3.5	/	?
COc1cc(C(O)P(=O)(OC(C)C)c2ccc(N(C)C)cc2)cc(OC)c1OC (stereo not drawn)	0.3%	0.0	0.5%	-4.7	0.5%	-1.4%	2.5	1.8	6.9%	2.5%
C[C@H](NC(=O)c1cc2cc(Cl)ccc2n1C)C(=O)N[C@@H](C(=O)O)c1ccccc1	/	7.6	-0.7%	-3.8	1.4%	-8.3%	-4.7	3.0	-12.8%	0.2%
CCc1ccc(Nc2cc(C(=O)NCCCN3CCOCC3)c3ccccc3n2)cc1	-1.5%	-7.7	-5.0%	-6.1	-5.5%	-5.8%	8.0	19.9	6.8%	?
Cc1ccc(NC(=O)CCS(=O)(=O)c2ccccc2)cc1S(=O)(=O)N1CCCCCC1	/	/	-3.5%	-13.8	0.1%	-2.5%	-6.6	-5.1	/	0.0%
CN1C(=O)[C@H]2[C@@H](/C=C/c3ccccc3)N3C(=O)CN(Cc4ccccn4)C(=O)[C@@]3(C)[C@H]2C1=O	/	-0.3	0.6%	6.9	1.7%	0.0%	?	8.7	-4.8%	-3.0%
COc1cc(C2c3c(oc4ccc(C)cc4c3=O)C(=O)N2c2cc(C)ccn2)cc(OC)c1OC (stereo not drawn)	-0.5%	-0.3	5.0%	9.4	/	-3.1%	/	/	-3.8%	-1.4%
CCc1nc(SCC(=O)O)c(C#N)c2c1CCCC2	-1.4%	14.7	14.0%	-8.0	-3.6%	1.2%	-8.2	-8.2	-2.9%	22.4%
COCCn1c(C)cc(C(=O)CSc2n[nH]c(N)n2)c1C	-1.1%	0.0	-10.9%	17.6	-1.9%	-6.6%	-8.1	-1.2	7.8%	-2.6%
CC(C)(Oc1ccc(Cl)cc1)C(=O)OCC(=O)Nc1ncc(Cl)cc1Cl	-0.8%	-1.6	-5.3%	0.1	1.1%	0.8%	-7.3	-2.5	11.9%	4.6%
N#CCC(=O)NC(=O)NCC1CC1	/	1.9&3.1	-12.3%	-0.3	-6.6%	-0.5%	?	-9.0	6.7%	-0.2%
Cc1cc(=O)[nH]c(N/N=C/c2ccc(-c3ccc(F)cc3)o2)n1	9.5%	1.5	-1.4%	-10.1	2.1%	-0.5%	-23.5	-14.4	10.1%	?
O=c1c2[nH]c3ccc(F)cc3c2ncn1CCCn1ccnc1	-3.2%	-0.7	4.4%	5.6	-2.3%	1.6%	-2.6	25.4	-8.9%	0.1%
Cc1ccc(NC(=O)C2CCCN(C(=O)c3ccc(Cl)cc3)C2)c(C)c1 (stereo not drawn)	-2.4%	-0.3	5.3%	-5.7	0.7%	-5.8%	1.5	-4.3	-7.2%	13.6%
O=S(=O)(c1ccc(N2CCCC2c2nc3ccccc3s2)nc1)N1CCOCC1 (stereo not drawn)	5.2%	0.2	11.7%	-5.9	2.1%	0.6%	11.0	3.3	-1.5%	-0.7%
Cn1c(N)c(S(=O)(=O)N2CCN(c3cccc(Cl)c3)CC2)c(=O)n(C)c1=O	6.9%	-0.9	4.1%	6.4	-1.1%	-2.3%	15.8	-2.8	?	-1.7%
CCC(=O)N1CCCc2cc(S(=O)(=O)NCc3cccs3)ccc21	0.2%	3.1	9.1%	-10.8	2.5%	0.0%	-11.6	2.0	-1.5%	?
C/C(CCc1ccc2c(c1)OCO2)=N\NC(=S)NC(C)C	0.0%	-0.1	-2.5%	9.4	-31.8%	0.5%	-10.6	-2.9	15.2%	?
CCn1c(SCC(=O)NC2CCCCC2)nnc1-c1ccccn1	-5.8%	/	-12.7%	31.7	1.5%	2.0%	-15.4	-14.0	1.2%	1.9%
COC(=O)[C@]1(C)N[C@H](c2ccc(SC3CCCCC3)c(OC)c2)[C@@H]2C(=O)N(C)C(=O)[C@@H]21	/	/	9.9%	2.2	-3.0%	-7.0%	4.6	8.8	/	-3.9%
O=S(=O)(c1ccc(N2CCN(c3ccc(F)cc3)CC2)cc1)N1CCCC1	-0.8%	3.5	-2.9%	-3.0	-0.8%	0.4%	-0.5	-0.7	-1.4%	-0.4%
Clc1ccc(C(CCN2CCCC2)Cc2ccccc2)cc1 (stereo not drawn)	-3.3%	-3.0	-8.8%	1.5	-72.4%	-15.4%	-4.3	5.2	13.4%	-2.2%
CC(C)Oc1ccc(C(=O)Nc2cc(S(=O)(=O)N3CCOCC3)ccc2N2CCOCC2)cc1	/	/	10.9%	-11.4	-9.2%	0.7%	6.8	-3.1	/	0.1%
Cc1ccccc1C(=O)NNC1CC(=O)N(c2ccc3c(c2)OCCO3)C1=O (stereo not drawn)	-0.5%	-3.2	-2.4%	1.3	0.1%[46.1 µM]	0.2%	-25.2	-1.0	3.0%	?
O=C(O)CN1CCc2ccccc2C1	-1.7%	0.4	0.2%	-8.2	-3.7%	-4.8%	5.5	18.0	-6.7%	-4.2%

Three of the entries above in order of their number in GALK inh, low to high:
structure	GALK inh
O=C(O)CN1CCc2ccccc2C1	-1.7%
C/C(=N\NC(=O)c1cccc(S(=O)(=O)N2CCOCC2)c1)c1ccco1	-0.7%
COc1cc(C(O)P(=O)(OC(C)C)c2ccc(N(C)C)cc2)cc(OC)c1OC (stereo not drawn)	0.3%

Compound activity from PubChem.
